PRMT1 inh: PRMT1 methyltransferase inhibitors, primary screen, biochemical, fluorescence polarization | Protein arginine N-methyltransferase 1 (Homo sapiens), Q99873 | recombinant PRMT1, activity-based probe fluorescence polarization | inhibition, % at 2.79 µM | 370,000 compounds, 1.3% hits | AID 652257, 2013;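 active = inhibition above about 21% made by adding two undisclosed values, limit read from the data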
SIAE inh: human SIAE inhibitors, primary screen, biochemical, fluorescence polarization, FP-Rh probe, 1536-well HTS | AID 1053197, 2014 | inhibition, % at 9.66 µM | 370,000 compounds, 0.69% hits | SIAE FP-Rh probe binding;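 active = inhibition above a cutoff: mean of compounds within the control limits plus 3 SD of those, cut at about 17% in these data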;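 also: 0% = plate median of compound wells and 100% = probe without SIAE protein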
Target sequence (Q9HAT2 whole entry, looked up): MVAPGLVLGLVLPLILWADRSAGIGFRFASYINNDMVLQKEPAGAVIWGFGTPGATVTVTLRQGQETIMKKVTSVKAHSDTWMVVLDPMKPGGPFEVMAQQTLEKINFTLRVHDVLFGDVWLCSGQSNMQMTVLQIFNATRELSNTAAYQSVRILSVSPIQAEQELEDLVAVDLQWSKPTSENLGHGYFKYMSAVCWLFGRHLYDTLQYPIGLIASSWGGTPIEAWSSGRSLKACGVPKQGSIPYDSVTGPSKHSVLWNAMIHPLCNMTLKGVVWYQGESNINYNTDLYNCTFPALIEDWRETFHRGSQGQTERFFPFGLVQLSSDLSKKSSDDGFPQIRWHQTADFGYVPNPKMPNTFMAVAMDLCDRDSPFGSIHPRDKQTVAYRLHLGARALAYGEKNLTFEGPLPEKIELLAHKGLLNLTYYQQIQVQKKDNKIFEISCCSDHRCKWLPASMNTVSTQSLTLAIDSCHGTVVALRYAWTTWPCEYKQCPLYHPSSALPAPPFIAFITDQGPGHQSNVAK
HTRA1 inhibitor: HTRA1 serine protease inhibitors, primary screen, biochemical, fluorescence polarization, HTS. Q92743. recombinant HTRA1, FP-rhodamine activity-based probe. inhibition, % at 5.96 µM. 340,000 compounds, 0.5% hits. AID 504803, 2011; in the data active = inhibition above about 36%;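 also: 0% = enzyme with DMSO and 100% = wells lacking enzyme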
Target sequence (Q92743 whole entry, looked up): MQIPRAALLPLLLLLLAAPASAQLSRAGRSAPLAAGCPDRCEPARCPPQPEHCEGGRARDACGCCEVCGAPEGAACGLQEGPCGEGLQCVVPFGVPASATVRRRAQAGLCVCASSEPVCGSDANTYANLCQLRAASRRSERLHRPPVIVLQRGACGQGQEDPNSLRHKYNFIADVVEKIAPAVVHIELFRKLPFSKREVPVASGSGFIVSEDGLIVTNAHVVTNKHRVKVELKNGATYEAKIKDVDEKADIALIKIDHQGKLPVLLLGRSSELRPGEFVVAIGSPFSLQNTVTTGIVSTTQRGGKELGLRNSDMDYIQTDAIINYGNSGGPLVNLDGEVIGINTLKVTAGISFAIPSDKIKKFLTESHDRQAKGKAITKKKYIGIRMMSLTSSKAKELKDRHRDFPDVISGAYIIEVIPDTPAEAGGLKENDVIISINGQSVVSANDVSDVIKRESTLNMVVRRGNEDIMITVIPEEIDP
mABHD4 FP: ABHD4 inhibitors, primary screen, biochemical, fluorescence polarization, mouse; (Lyso)-N-acylphosphatidylethanolamine lipase (Mus musculus), Q8VD66; purified mABHD4, FP-Rh probe fluorescence polarization; inhibition, % at 8.92 µM; 370,000 compounds, 0.54% hits;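 active = inhibition exceeding the mean over every tested compound plus 3 SD, cut at about 30% in these data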;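 also: 0% = plate median of compound wells and 100% = S159A mutant with DMSO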
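assay system = mABHD4 protein | compound dosing = single nominal dose of 8.92 µM, 0.89% DMSO final | read-out basis = percent inhibition of probe binding, normalized to plate controls | schedule = Enzyme–compound pre-incubation 45 min, then probe 60 min, both 25 °C | detection = fluorescence polarization, excitation 525 nm, emission 598 nm, BODIPY TMR filters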
rCAG binder: binders of r(CAG) RNA repeats, primary screen, biochemical, fluorescence; r(CAG) RNA repeat, TO-PRO-1 dye displacement fluorescence; inhibition, % at 3 µM; 370,000 compounds, 1.3% hits; AID 651821, 2012;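 active = inhibition above the plate cutoff, the mean of all test compounds on that plate plus 3 SD, cut at about 35% in these data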;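 also: 0% = DMSO alone and 100% = 100 µM mitoxantrone as full dye displacement; higher means more dye released from RNA so lower well fluorescence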
NPR1 activator: GC-A stimulated cGMP production enhancers – HEK293 GC-A cells, cGMP TR-FRET, EC30 ANP, primary screen; Atrial natriuretic peptide receptor 1 (Homo sapiens), P16066; 0% at EC30 ANP, 100% saturating ANP; AID 1671463, 2021; 370,000 compounds, 0.14% hits; activation, % at 10 µM; in the data active = activation above about 40%
GC-B act: human GC-B receptor activators, primary screen, HEK293 GC-B cells, cGMP TR-FRET, EC30 CNP; AID 1920062, 2024; activation, % at 10 µM; 0% at EC30 CNP, 100% saturating CNP; 370,000 compounds, 0.11% hits; Atrial natriuretic peptide receptor 2 (Homo sapiens), P20594;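 active = activation at 10 µM reaching about 35% in either raw or pattern-adjusted values, limit read from the data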
TCR CD3 inh: inhibitors of human TCR-CD3 interaction, primary screen, biochemical, fluorescence, TAMRA-labeled TCR probe | 360,000 compounds, 0.37% hits | inhibition, % at 9.4 µM; in the data active = inhibition above about 19%;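 also: recombinant mutant TCR 2C K166C tagged with TAMRA read by polarization; 0% = receptor in buffer alone and 100% = receptor with positive control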
MBD2 inh: inhibitors of MBD2 binding to methylated DNA, primary screen, biochemical, TR-FRET, DNA-binding domain, human; Methyl-CpG-binding domain protein 2 (Homo sapiens), Q9UBB5; MBD2 binding to methylated oligonucleotide; inhibition, % at 4.4 µM; 370,000 compounds, 0.31% hits; in the data active = inhibition above about 13%
UHRF1 binding: UHRF1 methylated DNA binding inhibitors, primary screen, counter-screen for MBD2 inhibitor project, biochemical, TR-FRET, human UHRF1, single concentration; E3 ubiquitin-protein ligase UHRF1 (Homo sapiens), Q96T88; UHRF1 binding to methylated oligo; 370,000 compounds, 0.75% hits; inhibition, % at 4.4 µM; AID 687016, 2013; in the data active = inhibition above about 21%;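 also: UHRF1 SRA domain binding a hemimethylated CpG hairpin DNA probe; 0% = median of test compound wells and 100% = reference inhibitor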
Starred values were filed as active, the others as inactive.

`CCOc1ccc(N=C2NC(=O)S/C2=C\c2ccc(N(C)C)cc2)cc1` gave PRMT1 inh 3, SIAE inh -99, HTRA1 inhibitor -2, mABHD4 FP 8, rCAG binder 1, NPR1 activator 2, GC-B act -7, TCR CD3 inh 2, MBD2 inh -7 and UHRF1 binding -5.
COc1ccc(/C=C/c2nc(C)c(-c3ccccc3)c(=O)[nH]2)cc1OC was read as PRMT1 inh 0, SIAE inh -5, HTRA1 inhibitor -2, mABHD4 FP 3, rCAG binder 5, NPR1 activator -1, GC-B act -7, TCR CD3 inh 0, MBD2 inh -7 and UHRF1 binding -1.
COc1ccc(/C=N/NC(=O)COc2ccc3ccccc3c2)c(C(=O)O)c1OC was read as PRMT1 inh 2, SIAE inh -3, HTRA1 inhibitor 2, mABHD4 FP 17, rCAG binder 14, NPR1 activator 4, GC-B act -2, TCR CD3 inh -2, MBD2 inh 4 and UHRF1 binding 1.
For Cc1cc(Cl)ccc1NC(=S)NCCc1ccc(Cl)cc1 the results were PRMT1 inh -5, SIAE inh 0, HTRA1 inhibitor -28, mABHD4 FP -30, rCAG binder 2, NPR1 activator -6, GC-B act -5, TCR CD3 inh -14, MBD2 inh 0 and UHRF1 binding 5.
Screening CN(C)S(=O)(=O)c1cccc(C(=O)Nc2cc3c(cc2C(=O)O)OCCCO3)c1 returned PRMT1 inh 2, SIAE inh -9, HTRA1 inhibitor 5, mABHD4 FP 1, rCAG binder 39*, NPR1 activator 3, GC-B act 4, TCR CD3 inh -7, MBD2 inh 6 and UHRF1 binding 1.
C=CCn1c(N)c(C(=O)OCC(C)C)c2nc3ccccc3nc21 was read as PRMT1 inh 2, SIAE inh -3, HTRA1 inhibitor -16, mABHD4 FP 8, rCAG binder -5, NPR1 activator 5, GC-B act 3, TCR CD3 inh 0, MBD2 inh -6 and UHRF1 binding -6.
For Cc1cn(C(=O)CN2C(=O)c3ccccc3C2=O)c(C)n1 the results were PRMT1 inh 1, SIAE inh -2, HTRA1 inhibitor 5, mABHD4 FP 4, rCAG binder 0, NPR1 activator -1, GC-B act 8, TCR CD3 inh -3, MBD2 inh 4 and UHRF1 binding 1.
For CC(Oc1ccc(Br)cc1Br)C(=O)Nc1cccnc1Cl (stereo unspecified) the results were PRMT1 inh 4, SIAE inh 6, HTRA1 inhibitor -13, mABHD4 FP 4, rCAG binder -7, NPR1 activator -4, GC-B act 0, TCR CD3 inh 3, MBD2 inh -5 and UHRF1 binding 0.
COc1cc(/C=N/NC(=O)c2cccnc2)ccc1OCC(=O)Nc1ccc(C)cc1 was read as PRMT1 inh 5, SIAE inh -23, HTRA1 inhibitor -8, mABHD4 FP 3, rCAG binder 7, NPR1 activator -2, GC-B act 2, TCR CD3 inh -2, MBD2 inh 2 and UHRF1 binding 1.
O=C1C(=O)N(C2CCS(=O)(=O)C2)C(c2cccc(O)c2)/C1=C(/O)c1ccc(Cl)cc1 (stereo unspecified) was read as PRMT1 inh -2, SIAE inh 2, HTRA1 inhibitor 2, mABHD4 FP 4, rCAG binder 4, NPR1 activator -3, GC-B act 1, TCR CD3 inh 2, MBD2 inh -3 and UHRF1 binding 0.
`Cc1ccc(S(=O)(=O)NCCC(=O)NNC(=O)COc2ccccc2Cl)cc1C` gave PRMT1 inh 1, SIAE inh -8, HTRA1 inhibitor -2, mABHD4 FP 0, rCAG binder 1, NPR1 activator -1, GC-B act -2, TCR CD3 inh 0, MBD2 inh -3 and UHRF1 binding 15.
`N#CC1=C(N)N(c2ccccc2)C2=C(C(=O)CCC2)C1c1cccs1` (stereo unspecified) gave PRMT1 inh 5, SIAE inh -14, HTRA1 inhibitor 21, mABHD4 FP -1, rCAG binder 10, NPR1 activator 38, GC-B act -2, TCR CD3 inh -14, MBD2 inh 1 and UHRF1 binding -3.

By substructure: the entries above with an aryl methoxy group.
COc1ccc(/C=C/c2nc(C)c(-c3ccccc3)c(=O)[nH]2)cc1OC was read as PRMT1 inh 0, SIAE inh -5, HTRA1 inhibitor -2, mABHD4 FP 3, rCAG binder 5, NPR1 activator -1, GC-B act -7, TCR CD3 inh 0, MBD2 inh -7 and UHRF1 binding -1.
COc1ccc(/C=N/NC(=O)COc2ccc3ccccc3c2)c(C(=O)O)c1OC was read as PRMT1 inh 2, SIAE inh -3, HTRA1 inhibitor 2, mABHD4 FP 17, rCAG binder 14, NPR1 activator 4, GC-B act -2, TCR CD3 inh -2, MBD2 inh 4 and UHRF1 binding 1.
COc1cc(/C=N/NC(=O)c2cccnc2)ccc1OCC(=O)Nc1ccc(C)cc1 was read as PRMT1 inh 5, SIAE inh -23, HTRA1 inhibitor -8, mABHD4 FP 3, rCAG binder 7, NPR1 activator -2, GC-B act 2, TCR CD3 inh -2, MBD2 inh 2 and UHRF1 binding 1.

Additional entries
Screening CCc1ccc(-c2cnc3nc[nH]c(=O)c3n2)cc1 returned PRMT1 inh -1, SIAE inh 1, HTRA1 inhibitor 0, mABHD4 FP 0, rCAG binder 1, NPR1 activator -7, GC-B act -7, TCR CD3 inh 1, MBD2 inh 2 and UHRF1 binding 6.
CCCCNC(=O)c1ccc(S(=O)(=O)c2ccc(Cl)cc2)c(NC(C)=O)c1 was read as PRMT1 inh 0, SIAE inh 2, HTRA1 inhibitor -1, mABHD4 FP -5, rCAG binder 2, NPR1 activator 2, GC-B act 0, TCR CD3 inh -5, MBD2 inh -5 and UHRF1 binding -1.
Cc1cccn2c(=O)nc(SCC(=O)N3CCC(C)CC3)nc12 was read as PRMT1 inh 5, SIAE inh 4, HTRA1 inhibitor 4, mABHD4 FP -2, rCAG binder -5, NPR1 activator 4, GC-B act 1, TCR CD3 inh 1, MBD2 inh 1 and UHRF1 binding 2.
Screening CN1CCN(C(=O)C2=C[C@H](C(C)(C)C)C[C@H](OCCCCO)O2)CC1 returned PRMT1 inh 1, SIAE inh 0, HTRA1 inhibitor 8, mABHD4 FP -5, rCAG binder -6, NPR1 activator 2, GC-B act 1, TCR CD3 inh 0, MBD2 inh 1 and UHRF1 binding -1.
`COc1ccc2cc(-c3[nH]ncc3CN3CCCC3c3nonc3C)ccc2c1` (stereo unspecified) gave PRMT1 inh -1, SIAE inh 0, HTRA1 inhibitor -17, mABHD4 FP 6, rCAG binder 4, NPR1 activator -4, GC-B act 1, TCR CD3 inh -2, MBD2 inh -2 and UHRF1 binding 1.
Screening O=C(Cc1ccccc1)Nc1ccc(N2CCCCC2)cc1 returned PRMT1 inh 0, SIAE inh -4, HTRA1 inhibitor 11, mABHD4 FP -1, rCAG binder 3, NPR1 activator 1, GC-B act -6, TCR CD3 inh -4, MBD2 inh 4 and UHRF1 binding 1.
`O=C1NC[C@@H](CCCCN2C[C@H](Cc3ccccc3)N(CCc3ccc(O)cc3)C(=O)C2=O)N(CCc2ccccc2)C1=O` gave PRMT1 inh 1, SIAE inh 5, mABHD4 FP -4, rCAG binder 3, NPR1 activator 1, GC-B act -2, TCR CD3 inh -8, MBD2 inh -2 and UHRF1 binding 2.
CCc1ccc(NC(=O)C2CCCN(S(=O)(=O)c3ccc4c(c3)CC(C)N4C(C)=O)C2)cc1 (stereo unspecified) was read as PRMT1 inh -4, SIAE inh -5, HTRA1 inhibitor 1, mABHD4 FP 1, rCAG binder 2, NPR1 activator -2, GC-B act 1, TCR CD3 inh 0, MBD2 inh -5 and UHRF1 binding -1.
`CCCCn1nnnc1C1(C)CCC(=O)N1Cc1cccnc1` (stereo unspecified) gave PRMT1 inh -1, SIAE inh 5, mABHD4 FP 9, rCAG binder 1, NPR1 activator 1, GC-B act 0, TCR CD3 inh -4, MBD2 inh 6 and UHRF1 binding 4.
Screening CC(=O)NC(CC(=O)Nc1cccc(S(=O)(=O)N2CCOCC2)c1)c1ccccc1 (stereo unspecified) returned PRMT1 inh -4, SIAE inh -4, HTRA1 inhibitor -4, mABHD4 FP -6, rCAG binder 0, NPR1 activator 2, GC-B act -1, TCR CD3 inh 2, MBD2 inh 3 and UHRF1 binding 1.
For CCOc1ccc(Nc2nc(Cc3nnc(SCC(N)=O)o3)cs2)cc1 the results were PRMT1 inh 11, SIAE inh 5, HTRA1 inhibitor 11, mABHD4 FP 10, rCAG binder 14, NPR1 activator 4, GC-B act 3, TCR CD3 inh 6, MBD2 inh -7 and UHRF1 binding -4.
For NC(=O)CC(NC(=O)c1ccccc1)c1ccc(NCCN2CCOCC2)c([N+](=O)[O-])c1 (stereo unspecified) the results were PRMT1 inh -1, SIAE inh 7, HTRA1 inhibitor 2, mABHD4 FP 5, rCAG binder 2, NPR1 activator 1, GC-B act 6, TCR CD3 inh 1, MBD2 inh -15 and UHRF1 binding -9.
`COCCSc1ccccc1C(=O)Nc1ccncc1` gave PRMT1 inh 2, SIAE inh -4, HTRA1 inhibitor -5, mABHD4 FP 7, rCAG binder -2, NPR1 activator -1, GC-B act -6, TCR CD3 inh -3, MBD2 inh 4 and UHRF1 binding 2.
CCn1c(SCC(=O)Nc2ccc(Cl)cc2)nc2nc3c(cc2c1=O)CCCC3 was read as PRMT1 inh 2, SIAE inh -7, HTRA1 inhibitor -22, mABHD4 FP -2, rCAG binder 6, NPR1 activator -2, GC-B act 0, TCR CD3 inh 3, MBD2 inh 1 and UHRF1 binding -2.
Screening O=C(O)c1ccc(CN2CCCCC2)o1 returned PRMT1 inh -2, SIAE inh -1, HTRA1 inhibitor 0, mABHD4 FP -6, rCAG binder -3, NPR1 activator 3, GC-B act 4, TCR CD3 inh 2, MBD2 inh 0 and UHRF1 binding -1.
For Cc1ccc(C)c2c1cc(C)c1nnc(SCC(=O)NCc3ccc4c(c3)OCO4)n12 the results were PRMT1 inh -2, SIAE inh -1, HTRA1 inhibitor -5, mABHD4 FP 12, rCAG binder -4, NPR1 activator -7, GC-B act -12, TCR CD3 inh -1, MBD2 inh 2 and UHRF1 binding 2.
Screening O=C1c2ccccc2C(Nc2cccnc2)N1Cc1ccc2c(c1)OCO2 (stereo unspecified) returned PRMT1 inh 6, SIAE inh -1, HTRA1 inhibitor 3, mABHD4 FP -1, rCAG binder 0, NPR1 activator -2, GC-B act -3, TCR CD3 inh -12, MBD2 inh 0 and UHRF1 binding 1.
For COc1ccc(CCNc2nc(Cl)nc(NC(C)(C)CO)n2)cc1OC the results were PRMT1 inh 2, SIAE inh 5, HTRA1 inhibitor -7, mABHD4 FP -2, rCAG binder -8, NPR1 activator 3, GC-B act 5, TCR CD3 inh -3, MBD2 inh -4 and UHRF1 binding -1.
Cc1cc2ccccc2nc1SCC(=O)N1CCCC1 was read as PRMT1 inh -1, SIAE inh -2, HTRA1 inhibitor -1, mABHD4 FP -8, rCAG binder -1, NPR1 activator 2, GC-B act -3, TCR CD3 inh 1, MBD2 inh -2 and UHRF1 binding -1.

Only part of the results is shown (hit frequency here may not be typical).
